Screens (PubChem)
a7 integrin act – integrin-mediated muscular dystrophy alleviation activation; alpha7betagal myoblasts, beta-gal FDG fluorescence, 48 h; Potency, µM (titrated, usually from 38.3 µM), for inactives: at the top dose activation, hits mostly activators; 350,000 tested, 0.064% active; AID 624291;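 also: potency is read from the fitted curve at half-maximal effect; 100% = response of the positive control SU9516; nearly all actives have a fitted effect of over 60% in size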
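alpha7betagal+/- myoblasts (passage 13, 250/well) treated 48 h at 37C with compounds at 1:260 dilution of DMSO stock. Lysed, then beta-galactosidase activity read as FDG fluorescence (ex 480/em 540) after 30 min, with pre-read for autofluorescence.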
TRPV1 ag – human TRPV1 agonism | Q8NER1 | TRPV1-expressing cells, Fluo-8 calcium influx, agonist mode | activation, % at 8.33 µM | 320,000 tested, 0.19% active | AID 540275; in the data active = activation above about 80%; inconclusive = between about 30% and that limit; also: 0% is about no effect
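TRPV1-expressing cells were cultured overnight at 35.5C and loaded with Fluo-8 calcium dye for 40 to 90 min at room temperature. After a 10 s baseline, compound was added and calcium influx was read kinetically for 3 min (ex 480/em 520 nm).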
TCR act – activators of T cell receptors; primary human leukocytes, anti-CD3, IL-2 HTRF, 48 h; Potency, µM (top dose mostly 9.22 µM), for the others: at the top dose activation of IL-2 secretion, actives largely listed as activators; AID 504894; 330,000 tested, under 10 active; also: % of control where 0% means no effect
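IL-2 produced over 48 hr by a-CD3 bead-stimulated primary human leukocytes exposed to compounds was detected with a homogeneous time-resolved FRET immunoassay, 665nm acceptor signal after 320nm excitation.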
AT treatment – potential ataxia-telangiectasia treatment; […] A-T fibroblasts, KAP-1 phosphorylation AlphaLISA; neocarzinostatin DNA damage 30 min before lysis; Potency, µM (series often up to 57.5 µM), for inactives: top-dose activation, actives largely listed as activators; 320,000 tested, 0.19% active; also: potency is read from the fitted curve at half-maximal effect; % of control where 0% means no effect; nearly all actives have a fitted effect of over 45% in size
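hTERT-immortalized A-T patient fibroblasts ([…]), 500 cells/well in OPTI-MEM, 1% FBS, got compounds for 60 min, then NCS for 30 min at 37C. Lysates were then assayed for phospho-KAP-1 by AlphaLISA (anti-pKAP1 donor, anti-KAP1 acceptor beads), 6 hr at 25C.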
ELG1 repair inh – blocks ELG1-dependent DNA repair in HEK293T cells. 330,000 tested, 2.3% active. Potency, µM (highest dose often 46.1 µM), for inactives: top-dose activity change, negative = inhibition, actives largely listed as inhibitors. AID 504467. HEK293T ELG1-luciferase reporter, luminescence, 16 h; DNA damage induced by 5-fluorouridine; also: potency is read from the fitted curve at half-maximal effect; % is scaled to controls: 0 for no effect and ±100 for the full control effect; nearly all actives have a fitted effect of over 55% in size
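Cells (2,000 per well) received 5-fluorouridine plus test compound or DMSO and were incubated 16 hr at 37 °C, 5% CO2. Luciferase activity was read by luminescence 30 min after ONE-Glo addition; signal suppression marked inhibition of damage-induced ELG1 function.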
B2AR arrestin – beta2AR (human) beta-arrestin recruitment activity; P07550; beta-arrestin recruitment to beta2AR, cell-based reporter; Potency, µM (series often up to 46.1 µM), without a hit: top-dose activation, hits mostly activators; 330,000 tested, 0.02% active; AID 492947;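 also: potency is read from the fitted curve at half-maximal effect; 0% = DMSO controls and full agonism = EC100 isoproterenol or metaproterenol; nearly all actives have a fitted effect of over 65% in size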
Target sequence (P07550 whole entry, looked up): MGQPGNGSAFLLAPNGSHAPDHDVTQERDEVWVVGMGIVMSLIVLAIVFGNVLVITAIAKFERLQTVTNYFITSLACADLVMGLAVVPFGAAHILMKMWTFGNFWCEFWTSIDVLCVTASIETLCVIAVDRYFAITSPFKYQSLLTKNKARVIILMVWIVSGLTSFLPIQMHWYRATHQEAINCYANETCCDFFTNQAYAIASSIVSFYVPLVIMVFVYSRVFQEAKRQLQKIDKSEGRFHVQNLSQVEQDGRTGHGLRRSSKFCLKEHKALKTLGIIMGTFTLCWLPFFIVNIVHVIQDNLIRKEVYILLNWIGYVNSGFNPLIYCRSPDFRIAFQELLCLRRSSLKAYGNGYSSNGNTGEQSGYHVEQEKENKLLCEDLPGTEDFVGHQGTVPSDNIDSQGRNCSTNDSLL
TSG101-PTAP inh – blocks PTAP/TSG101 interaction to inhibit HIV-1 budding. Q99816. Fluorescence polarization, FITC-PTAP peptide / Tsg101 binding. Potency, µM (top dose mostly 115 µM), without a hit: at the top dose activity change, negative = inhibition, usual class: inhibitors. 340,000 tested, under 10 active; active = well fitted inhibition curve with a large enough effect in the main read-out, with a control signal flat, not every such curve was filed as active; inconclusive = small, poorly fitted or top-dose-only effect, or effect the other way, or a change in a side signal; inactive = no such curve, though single readings can be large or run the other way; also: potency is read from the fitted curve at half-maximal effect; % of control where 0% means no effect
Target sequence (Q99816 whole entry, looked up): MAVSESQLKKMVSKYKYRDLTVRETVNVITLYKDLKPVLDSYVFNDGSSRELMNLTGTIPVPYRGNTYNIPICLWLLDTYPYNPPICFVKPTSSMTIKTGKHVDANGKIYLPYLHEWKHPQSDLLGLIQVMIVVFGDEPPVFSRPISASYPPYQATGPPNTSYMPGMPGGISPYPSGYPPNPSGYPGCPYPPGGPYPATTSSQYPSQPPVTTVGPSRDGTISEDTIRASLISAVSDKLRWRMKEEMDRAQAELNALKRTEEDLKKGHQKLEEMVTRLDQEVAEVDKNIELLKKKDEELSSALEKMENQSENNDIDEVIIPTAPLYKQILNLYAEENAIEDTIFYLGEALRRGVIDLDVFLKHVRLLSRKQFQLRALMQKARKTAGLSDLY
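Fluorescence anisotropy tracks displacement of a FITC-tagged PTAP peptide (50 nM) from the Tsg101 binding domain (10 uM), following a 20 min room-temperature incubation at pH 7.5.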
MLL CXXC-DNA inh – blocks binding of human MLL CXXC domain to DNA | Q03164 | MLL-CXXC / FITC-HOXA9 DNA fluorescence polarization | Potency, µM (top dose mostly 115 µM), without a hit: at the highest dose activity change, negative = inhibition, hits mostly inhibitors | 290,000 tested, 0.037% active; active = well fitted inhibition curve with a large enough effect in the polarisation, with a control signal flat, not every such curve was filed as active; inconclusive = small, poorly fitted or top-dose-only effect, or effect the other way, or a change in a side signal; inactive = no such curve, though single readings can be large or run the other way; the % refers to the polarisation; also: potency is read from the fitted curve at half-maximal effect
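Purified MLL-CXXC (added from a 7 uM solution) was preincubated 5 min at ambient with pinned compounds in 50 mM Tris-HCl pH 7.5, 50 mM NaCl, 1 mM DTT, 0.05% BSA. Fluorescein-labeled HOX-A9 DNA (50 nM solution) followed, 30 min, then polarization read.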
BRCA1 expr up – BRCA1 expression activation | Potency, µM (top dose mostly 46.1 µM), inactives show top-dose activation, actives largely listed as activators | 380,000 tested, 1.1% active | AID 624202 | MCF7-BRCA1-FFLuc reporter, luminescence, 48 h; response scale: scaled: vehicle 0%, 10 µM genistein 100%; also: potency is read from the fitted curve at half-maximal effect; nearly all actives have a fitted effect of over 80% in size; some results filed as inactive show a strong effect at the top dose
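Cells: MCF7-BRCA1-FFLuc, 2000/well. Exposure: 48 h, 37 °C, 5% CO2. Read: luminescence, 15 min post-substrate. Controls: genistein 10 microM (maximal activation), DMSO (neutral).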
p53 reactivation – mutant p53 re-activation in reporter cells; AID 504706; 320,000 tested, 0.063% active; H1299 p53-A138V BP100-luciferase reporter, luminescence, 24 h; Potency, µM (highest dose often 92.2 µM), inactives show at the highest dose activity change, positive = activation, actives largely listed as activators; also: potency is read from the fitted curve at half-maximal effect; % of control where 0% means no effect; nearly all actives have a fitted effect of over 45% in size
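p53-null H1299 cells stably carrying temperature-sensitive p53-A138V and a BP100-luciferase reporter were pinned with compounds (4-point, 1:5 series) and held 24 hrs at 37 deg C. Luminescence was read 10 min after detection reagent.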
Active calls of the source: *; ? = inconclusive; / = not tested or not shown; [ ] = dose if it differs, or a comment. Unless noted, calls follow the shape of the dose curve; as a rule, active = well fitted curve in the direction sought with a large enough effect; inconclusive = small, poorly fitted or top-dose-only effect, or another doubt; inactive = no such curve, though single readings can be large; an effect the other way counts as inactive or inconclusive.

SMILES	a7 integrin act	TRPV1 ag	TCR act	AT treatment	ELG1 repair inh	B2AR arrestin	TSG101-PTAP inh	MLL CXXC-DNA inh	BRCA1 expr up	p53 reactivation
CCCCCSc1ncccc1C(=O)O	3%	0	-2%	2%	8%	-0.4%	-2%	-1%	32%	1%
O=[N+]([O-])c1cccc(S(=O)(=O)c2ccc(N3CCCCC3)c([N+](=O)[O-])c2)c1	-12%	4	-4%[46.1 µM]	-9%	?	0.1%	-1%	10%	-45%	6%
COc1ccc(C(=O)COC(=O)/C=C/c2ccccc2[N+](=O)[O-])cc1	-1%	/	-4%	16%	21%	0.1%	1%	/	3%	9%
COC(=O)c1ccc2nc(NC(=O)C3CC3)sc2c1	?	11	5%	-3%	?	0.0%	2%	5%	-37%	?
O=C(NCc1cccnc1)c1cnc2ccccc2n1	-11%	2	-1%	0%	0%	-1.0%	-1%	-3%	-20%	-1%
COc1ccc(OC)c(N/C(N)=N/c2nc(C)cc(C)n2)c1	-3%	-6	-4%	2%	?	0.5%	-3%	1%	-45%	?
CN(CCC#N)C(=O)COC(=O)c1ccc(Cl)c(S(N)(=O)=O)c1	-37%	2	-1%	4%	6%	0.0%	-6%	9%	0%	1%
CC(C)CSc1nc2ccccc2[nH]1	-14%	16	2%	4%	?	-0.1%	-3%	-4%	?	25%
O=C(/C=C/c1ccccc1[N+](=O)[O-])N1CCN(C(=O)c2ccco2)CC1	-23%	-2	-1%	-5%	6%	0.1%	-7%	4%	2%	3%
CSc1ncc(Cl)c(C(=O)Nc2ccc(S(=O)(=O)N3CCOCC3)cc2)n1	-1%	3	4%	10%	?	-0.2%	-3%	10%	-3%	-2%
COc1ccc(-c2nnn(CC(=O)N(CC3CCCO3)C(C(=O)NC(C)(C)C)c3ccco3)n2)cc1OC (stereo not given)	-7%	-7	-7%	1%	-2%	-0.2%	1%	2%	-33%	-3%
O=c1cc(N2CCCCC2)c(-c2ccccc2)nn1Cc1ccccc1	10%	81*	-7%	8%	-16%	-0.3%	-3%	-2%	-23%	0%

Brought forward from above: 2 compounds; new compounds follow.
SMILES	a7 integrin act	TRPV1 ag	TCR act	AT treatment	ELG1 repair inh	B2AR arrestin	TSG101-PTAP inh	MLL CXXC-DNA inh	BRCA1 expr up	p53 reactivation
COc1ccc(-c2nnn(CC(=O)N(CC3CCCO3)C(C(=O)NC(C)(C)C)c3ccco3)n2)cc1OC (stereo not given)	-7%	-7	-7%	1%	-2%	-0.2%	1%	2%	-33%	-3%
O=c1cc(N2CCCCC2)c(-c2ccccc2)nn1Cc1ccccc1	10%	81*	-7%	8%	-16%	-0.3%	-3%	-2%	-23%	0%
Cc1cc(Cl)ccc1C1=CC(=O)C[C@H](c2ccc(F)cc2)C1	5%	23	-7%	14%	?	0.1%	-9%	/	3%	-3%
CCOc1ccc(C(c2c(C)n(C)n(-c3ccccc3)c2=O)c2c(C)n(C)n(-c3ccccc3)c2=O)c(O)c1	16%	/	-12%	/	/	/	-1%	/	-4%	/
Cc1cccc(OCC(=O)NC2CC(C)(C)NC(C)(C)C2)c1	3%	-2	-3%	-4%	-4%	-0.3%	1%	11%	-6%	1%
COC(=O)c1ccc(-c2ccc(/C=N/N3C(=O)C4C5C=CC(C6CC56)C4C3=O)o2)cc1 (stereo not given)	4%	6	5%[46.1 µM]	-1%	?	-2.2%	2%	1%	108%	11%
O=S(=O)(NCCCN1CCOCC1)c1ccc(F)c(Cl)c1	7%	1	0%	-5%	9%	-0.1%	-1%	/	-15%	-4%
O=C(O)CSc1nnnn1-c1ccccc1	14%[7.66 µM]	2	/	4%	?	-0.4%	-8%	-9%	8%	-3%
O=C(/C=C/Sc1ccccc1)c1ccccc1	-65%[inhibitor]	?	/	/	-25%	-0.5%	0%	-3%	-31%	?
COc1cccc(-n2c(SC)nnc2-c2cnccn2)c1	8%	-4	4%	-3%	3%	0.1%	-4%	3%	0%	21%
CS(=O)(=O)N1CCC(Oc2ccccc2C(=O)NC2CCOC2)CC1 (stereo not given)	-9%	-1	2%	-1%	-9%	-0.4%	-3%	6%	-6%	4%
CN(C)c1cc[n+](CCC(=O)Nc2cccc([N+](=O)[O-])c2N)cc1	12%	-2	5%[46.1 µM]	-5%	5%	-2.6%	-2%	1%	-15%	2%
O=C(Nc1ccccc1C(=O)NC(Cc1ccccc1)C(=O)NC1CCCCCC1)c1ccccc1 (stereo not given)	-37%	27	0%	14%	?	-0.2%	-2%	24%	-32%	-4%
CCc1ccc(OCC(=O)NC(=S)Nc2ccc(C(C)=O)cc2)c(Br)c1	-11%	-2	-24%	1%	-1%	0.1%	-5%	15%	21%	2%
O=C(C1Cc2ccccc2CN1C(=O)c1ccco1)N1CCN(c2ccccc2)CC1 (stereo not given)	-6%	-1	6%	-1%	1%	-1.1%	-4%	/	-23%	-4%
Cc1sc(N)nc1-c1c(C)n(C)c2ccccc12	-23%	1	-3%	-1%	1%	-0.9%	2%	2%	-12%	-8%
CCOc1ccc(NC(=O)Cc2cccc3ccccc23)c([N+](=O)[O-])c1	7%	-3	1%[46.1 µM]	-1%	-13%	-0.4%	1%	8%	-12%	-3%
O=C(COc1ncnc2ccccc12)NC1CCS(=O)(=O)C1 (stereo not given)	4%	1	7%	2%	2%	0.5%	-10%	9%	34%	-2%
CCc1c(C)nc2c(-c3ccccc3)c[nH]n2c1=O	-36%	2	-6%	-1%	-10%	3.3%	-2%	12%	-7%	/
COc1cc(-c2[nH]nc3c2C(c2ccco2)C(C#N)=C(N)O3)cc(OC)c1OC (stereo not given)	5%	2	0%[46.1 µM]	5%	?	0.0%	-2%	2%	-12%	-7%
COC(=O)CNC(=O)Cn1cnc2sc(C)c(S(=O)(=O)N3CCN(c4ccccc4OC)CC3)c2c1=O	0%	-2	1%	1%	-2%	0.2%	0%	37%[activator]	-2%	-2%
C=CCn1c(CNc2ccc(C)cc2)nnc1SCC(=O)N/N=C/c1ccc(O)cc1	-6%	0	2%	-6%	11%	0.1%	-4%	-16%	-8%	3%
CCN(CCO)C(=O)c1ccc2oc(Cc3ccc(Cl)cc3)nc2c1	20%	6	-8%	2%	8%	0.0%	5%	-3%	7%	/
CC(C)[C@H](NC(=O)c1ccc(Cl)c([N+](=O)[O-])c1)C(=O)O	19%	2	-1%	4%	9%	3.1%	-1%	3%	5%	4%
O=C(/C=C/c1ccco1)N1CCN(c2ncccn2)CC1	0%	4	7%[46.1 µM]	1%	?	-1.3%	-3%	12%	68%	21%
CCN1C(=O)C(CC(=O)Nc2ccc(F)cc2)N(CCCN2CCN(c3ccc(F)cc3)CC2)C1=S (stereo not given)	-43%	7	6%	-1%	?	-0.3%	-1%	10%	-92%	-1%
CCOC(=O)c1c(NC(=O)COC(=O)Cn2cnc3ccccc32)sc2c1CCC(C)C2 (stereo not given)	-31%	20	3%	-3%	-8%	-2.0%	-6%	14%	7%	-1%
Cc1cccc(C(=O)c2c[nH]cc2-c2ccccc2)c1	-1%	7	-1%[46.1 µM]	-10%	2%	-0.1%	1%	7%	-33%	2%
O=c1c2ccccc2[nH]c(=S)n1Cc1cccnc1	-16%	0	-5%	4%	4%	0.3%	-8%	9%	1%	-5%

4 records picked at random from those above:
SMILES	a7 integrin act	TRPV1 ag	TCR act	AT treatment	ELG1 repair inh	B2AR arrestin	TSG101-PTAP inh	MLL CXXC-DNA inh	BRCA1 expr up	p53 reactivation
O=C(COc1ncnc2ccccc12)NC1CCS(=O)(=O)C1 (stereo not given)	4%	1	7%	2%	2%	0.5%	-10%	9%	34%	-2%
CCOC(=O)c1c(NC(=O)COC(=O)Cn2cnc3ccccc32)sc2c1CCC(C)C2 (stereo not given)	-31%	20	3%	-3%	-8%	-2.0%	-6%	14%	7%	-1%
C=CCn1c(CNc2ccc(C)cc2)nnc1SCC(=O)N/N=C/c1ccc(O)cc1	-6%	0	2%	-6%	11%	0.1%	-4%	-16%	-8%	3%
CC(C)[C@H](NC(=O)c1ccc(Cl)c([N+](=O)[O-])c1)C(=O)O	19%	2	-1%	4%	9%	3.1%	-1%	3%	5%	4%

With a hit mark in TRPV1 ag, among the entries above:
compound	a7 integrin act	TRPV1 ag	TCR act	B2AR arrestin	TSG101-PTAP inh	MLL CXXC-DNA inh	BRCA1 expr up	p53 reactivation
O=c1cc(N2CCCCC2)c(-c2ccccc2)nn1Cc1ccccc1	10%	81*	-7%	-0.3%	-3%	-2%	-23%	0%
